High-throughput results as filed in PubChem.
Lamin A splicing: changes lamin A minigene splicing in HeLa cells. HeLa LMNA splicing GFP/RFP minigene ratio, 48 h. Potency, µM (series often up to 46.1 µM), inactives show at the top dose ratio change, negative = inhibition, most hits filed as inhibitors. actives 0.01% (n = 200,000). AID 1487; active means well fitted inhibition curve with a large enough effect in the signal ratio, with a control signal flat, not every such curve was filed as active; inconclusive means small, poorly fitted or top-dose-only effect, or effect the other way, or a change in a side signal; the % refers to the signal ratio; further: potency means the concentration at half of the fitted maximal effect; on the % scale 0 is the no-effect control and ±100 the full control effect
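Read-out is the ratio of GFP to DsRed2 object intensity, acquired by 488 nm laser-scanning cytometry on HeLa lamin A-EGFP minigene reporter cells. Compound incubation 48 hrs at 37 °C in Opti-MEM with 2% FBS; DMSO 0.5% final.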
HTT ATP protect: protects HTT-Q103 PC12 cells, measured by ATP | AID 1471 | actives 0.14% (n = 230,000) | Potency, µM (series often up to 56.4 µM), for the others: cytoprotection (ATP increase), usual class: activators | PC12 HTT-Q103 induced, cytoprotection, ATP luminescence, 40 h;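 further: potency means the concentration at half of the fitted maximal effect; % of control where 0% means no effect; nearly all actives have a fitted effect of over 45% in size; toxic huntingtin expression switched on by the ecdysone agonist tebufenozide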
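Stable PC12 Q103-GFP cells in serum-supplemented, phenol red-free DMEM; induction by tebufenozide at 100 nM final; compound dose series; cell viability quantified luminescently from ATP.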
KinaseGlo FLuc: Kinase-Glo luciferase inhibition (counter-screen); Q27757; Kinase-Glo luciferase, ATP luminescence, 8 min; Potency, µM (top dose mostly 38.3 µM), for inactives: at the top dose activity change, negative = inhibition, most hits filed as inhibitors; actives 0.28% (n = 200,000); AID 1379; further: potency means the concentration at half of the fitted maximal effect; on the % scale 0 is the no-effect control and ±100 the full control effect; nearly all actives have a fitted effect of over 60% in size
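Kinase-Glo luciferase light output from ATP and luciferin was measured with 10 uM ATP, within the enzyme's linear range. Buffer: 50 mM imidazole pH 7.2, 50 mM KCl, 7 mM MgCl2, 0.01% Tween 20, 0.05% BSA; luminescence read after 8 min at ambient temperature.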
HTT aggregate: mutant huntingtin aggregation inhibition | PC12 HttQ103-GFP aggregates, Acumen cytometry, 40 h | actives 1.1% (n = 220,000) | Potency, µM (doses to about 46.1 µM), without a hit: at the highest dose activity change, negative = inhibition, actives largely listed as inhibitors; further: potency means the concentration at half of the fitted maximal effect; on the % scale 0 is the no-effect control and ±100 the full control effect; nearly all actives have a fitted effect of over 60% in size
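PC12 cells stably carrying ecdysone-inducible HTT exon 1 Q103–GFP were induced with tebufenozide (100 nM final) and treated with library compounds in titration. GFP aggregates in lysates were counted by laser scanning cytometry.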
IMPase Li inh: cell-permeable IMPase inhibitors with lithium potentiation; CHO-M1 cells, IP1 TR-FRET (IP-One), carbachol + lithium; Potency, µM (series often up to 59.4 µM), without a hit: at the top dose activity, negative = IMPase inhibition, hits mostly inhibitors; actives 0.35% (n = 210,000);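 further: IP1 builds up when IMPase is blocked and the TR-FRET signal falls; potency means the concentration at half of the fitted maximal effect; plate controls were basal vehicle for no effect and high inhibitor control for full effect; nearly all actives have a fitted effect of over 50% in size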
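CHO cells stably expressing M1 receptor (2000/well) were cultured 16–30 h, then exposed to compounds with a small lithium addition for 30 min at 37C. IP1 was measured by TR-FRET competition; AC50 from Hill fits.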
SMN2 splice enh: SMN2 splice variant enhancement | AID 1458 | Potency, µM (series often up to 46.1 µM), inactives show at the highest dose activity change, positive = activation, actives largely listed as activators | actives 2.8% (n = 210,000) | HEK293 SMN2-luciferase splicing reporter, luminescence, 30-36 h; further: potency means the concentration at half of the fitted maximal effect; % of control where 0% means no effect; nearly all actives have a fitted effect of over 55% in size
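qHTS luciferase splicing reporter: luminescence rises when SMN2 exon 7 is included in transfected HEK293 cells. Compound exposure lasted 30-36 h at 37C, with 4.5 mM final sodium butyrate as control, followed by a ONE-Glo read.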
CBFb-RUNX1 inh: CBF-beta/RUNX1 interaction disruption; AlphaScreen CBFb-His/RUNX1-biotin binding, biochemical; Potency, µM (series often up to 59.8 µM), for inactives: at the highest dose activity, negative = inhibition, actives largely listed as inhibitors; Q01196+Q13951; AID 1477; 230,000 tested, under 10 active; further: % of control where 0% means no effect
Target sequence (Q01196 whole entry, looked up): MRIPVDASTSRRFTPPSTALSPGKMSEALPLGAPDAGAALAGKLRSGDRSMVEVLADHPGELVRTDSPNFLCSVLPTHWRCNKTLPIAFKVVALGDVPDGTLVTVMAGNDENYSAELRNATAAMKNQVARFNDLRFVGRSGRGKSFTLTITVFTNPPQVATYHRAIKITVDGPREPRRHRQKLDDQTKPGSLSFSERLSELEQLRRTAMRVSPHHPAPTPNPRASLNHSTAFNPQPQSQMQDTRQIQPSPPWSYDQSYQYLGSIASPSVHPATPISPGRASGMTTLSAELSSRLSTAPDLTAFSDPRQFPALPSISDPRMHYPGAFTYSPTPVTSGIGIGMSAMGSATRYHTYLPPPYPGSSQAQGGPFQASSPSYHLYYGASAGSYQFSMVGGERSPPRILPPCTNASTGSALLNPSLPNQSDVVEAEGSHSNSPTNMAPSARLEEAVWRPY
Target sequence (Q13951 whole entry, looked up): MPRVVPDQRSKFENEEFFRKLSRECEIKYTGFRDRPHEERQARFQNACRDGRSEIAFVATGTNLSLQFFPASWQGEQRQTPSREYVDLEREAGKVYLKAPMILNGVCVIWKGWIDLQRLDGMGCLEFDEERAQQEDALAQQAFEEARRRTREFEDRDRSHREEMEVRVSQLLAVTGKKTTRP
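Inhibition was taken as any reduction in AlphaScreen signal from the CBF-beta–RUNX1 pair (His and biotin tags, 30 nM each), measured after compound (15 min) and bead (90 min) incubations at room temperature.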
The depositor's hits bear a star; u = inconclusive; x = not tested or not shown; [ ] = dose if it differs, or a comment. Unless noted, the call rests on the fitted dose curve; in most records, active means well fitted curve in the direction sought with a large enough effect; inconclusive means small, poorly fitted or top-dose-only effect, or another doubt; inactive means no such curve, though single readings can be large; an effect the other way counts as inactive or inconclusive.

SMILES	Lamin A splicing	HTT ATP protect	KinaseGlo FLuc	HTT aggregate	IMPase Li inh	SMN2 splice enh	CBFb-RUNX1 inh
Cc1c(C(=O)O)sc2nc(CSc3ncc(C(F)(F)F)cc3Cl)[nH]c(=O)c12	x	0%[10 µM]	x	10%[9.22 µM]	x	x	0%
O=C(O)CCn1cc(C2CC(c3ccccc3)=NN2c2ccccc2)c(-c2ccccc2)n1 (centres undefined)	6%[46 µM]	-7%	-1%	0%	-17%	0%	u
CN(C)S(=O)(=O)c1ccc(NC(=O)COC(=O)c2ccccn2)cc1	24%	-14%	1%	8%	-9%[38.3 µM]	-2%	-6%
O=C(/C=C/c1ccc(Cl)cc1)NC1CC2CCC1C2 (centres undefined)	-22%[46 µM]	-42%[inhibitor]	-2%	-11%	-4%	3%	7%
CCC(O)(CCN1CCCCC1)c1ccccc1 (centres undefined)	-4%	4%	7%	-2%	29%[38.3 µM]	5%	-1%
COc1ccc(C(C)(C)C)cc1NC(=O)COC(=O)C(C)C	u	-34%[inhibitor]	-1%	u	-1%	7%	12%
CCOC(=O)c1cc(-c2ccccc2)sc1NC(=O)C(C)OC(=O)c1cccnc1Cl (centres undefined)	-3%	11%[10 µM]	-2%	-24%	-5%	-5%	0%
Cc1cc(SCC(=O)OCC(=O)N2CCN(C(=O)c3ccco3)CC2)c(C)cc1Br	8%	-26%[10 µM]	-2%	-12%	6%[38.3 µM]	3%	4%
Cn1c(Cc2c[nH]c3ccccc23)n[nH]c1=S	20%	-6%	0%	-4%	25%[38.3 µM]	3%	-2%
CCOc1cc(/C=N/Nc2ccccc2Cl)ccc1OCC(=O)O	1%	x	6%	u	-16%	0%	5%
CC(Sc1nnc2ccccn12)C(=O)Nc1ccc2c(c1)OCO2 (centres undefined)	3%[46 µM]	-34%	0%	u	2%	5%	-7%
COc1ccccc1Oc1ccc(S(=O)(=O)N2CCCC2)cc1	-19%	-13%[0.074 µM]	0%	u	34%[38.3 µM]	-18%	10%

Whole records as entered above.
CCC(O)(CCN1CCCCC1)c1ccccc1 (centres undefined) is entered as Lamin A splicing = -4%; HTT ATP protect = 4%; KinaseGlo FLuc = 7%; HTT aggregate = -2%; IMPase Li inh = 29%[38.3 µM]; SMN2 splice enh = 5%; CBFb-RUNX1 inh = -1%
CCOC(=O)c1cc(-c2ccccc2)sc1NC(=O)C(C)OC(=O)c1cccnc1Cl (centres undefined) is entered as Lamin A splicing = -3%; HTT ATP protect = 11%[10 µM]; KinaseGlo FLuc = -2%; HTT aggregate = -24%; IMPase Li inh = -5%; SMN2 splice enh = -5%; CBFb-RUNX1 inh = 0%

New compounds follow.
SMILES	Lamin A splicing	HTT ATP protect	KinaseGlo FLuc	HTT aggregate	IMPase Li inh	SMN2 splice enh	CBFb-RUNX1 inh
CCCN1CCN(C(=O)Cn2cccc2C(=O)c2ccccc2)CC1	-6%	38%[10 µM]	-2%	-2%	0%	8%	4%
O=C(CN1C(=O)C2C3C=CC(C3)C2C1=O)Nc1nc(-c2ccccn2)cs1 (centres undefined)	-2%	-11%	-1%	u	4%[38.3 µM]	-39%[inhibitor]	x
Cc1cc(NC(=O)CSc2nnc(COc3ccccc3)n2Cc2ccco2)no1	2%	-4%	-1%	1%	-2%[38.3 µM]	-2%	2%
CC(NC(=O)c1ccccc1)C(=O)OCC(=O)N1c2ccccc2Sc2ccccc21 (centres undefined)	9%	21%[10 µM]	2%	-9%	3%	4%	-9%
COc1cc(OC)cc(-c2nc(N)n[nH]2)c1	-2%	-13%	5%	-10%	18%[38.3 µM]	u	-7%
COc1cccc(-n2nc(-c3ccnn3-c3ccc(C)cc3)c(=O)n(C)c2=O)c1	19%	-16%	1%	-10%	34%[activator][38.3 µM]	-11%	-3%
CCOC(=O)c1c(-c2ccc(C)cc2)csc1NC(=O)CCN1CCOCC1	0%	-17%[10 µM]	-1%	-15%	9%	-22%	-2%
COc1cccc(NC(=O)c2cc(-c3cccnc3)nc3c(Cl)cccc23)c1	u	-7%	1%	-1%	18%[38.3 µM]	-13%	1%
CN=c1sc2ccccc2n1CC(O)COCc1ccco1 (centres undefined)	5%	-10%	2%	-16%	-13%[38.3 µM]	-3%	2%
CC1=C(C(=O)OCC(C)C)[C@]23C(=O)c4ccccc4[C@@]2(O1)OC(N)=C3C#N	-4%	13%[10 µM]	-2%	0%	6%	8%	0%
c1csc(-c2nnc(-c3ccc(N4CCOCC4)cc3)o2)c1	0%	-119%[inhibitor][10 µM]	9%	0%	u	1.3µM*	15%
Cc1cc(C)cc(NS(=O)(=O)c2ccc3[nH]cc(C(=O)N4CCc5ccccc54)c(=O)c3c2)c1	u	6%[10 µM]	-1%	u	6%	-5%[1.84 µM]	0%

Only IMPase Li inh and CBFb-RUNX1 inh, for some of the entries so far:
| SMILES | IMPase Li inh | CBFb-RUNX1 inh |
| --- | --- | --- |
| O=C(CN1C(=O)C2C3C=CC(C3)C2C1=O)Nc1nc(-c2ccccn2)cs1 (centres undefined) | 4%[38.3 µM] | x |
| Cc1cc(C)cc(NS(=O)(=O)c2ccc3[nH]cc(C(=O)N4CCc5ccccc54)c(=O)c3c2)c1 | 6% | 0% |
| CCOC(=O)c1c(-c2ccc(C)cc2)csc1NC(=O)CCN1CCOCC1 | 9% | -2% |
| COc1cc(OC)cc(-c2nc(N)n[nH]2)c1 | 18%[38.3 µM] | -7% |

The results go on:
SMILES	Lamin A splicing	HTT ATP protect	KinaseGlo FLuc	HTT aggregate	IMPase Li inh	SMN2 splice enh	CBFb-RUNX1 inh
N/C(COc1ccccc1)=N\NS(=O)(=O)c1ccccc1	1%	22%[10 µM]	2%	18%	-6%[38.3 µM]	-11%	8%
CC(C)(C)c1ccc(Oc2ccc(NC(=O)CCCC(=O)O)cn2)cc1	x	-20%[10 µM]	x	12%[9.22 µM]	x	x	-6%
CCCCNC(=O)CCCn1c(=O)[nH]c2ccc(Br)cc2c1=O	-9%	-1%	2%	-1%	22%[38.3 µM]	7%	4%
COc1ccc(CN(C)c2nc(-c3cccnc3)nc3ccccc23)cc1OC	x	-14%	7%	-8%	14%	-63%[inhibitor]	0%
CCOC(=O)C1=C(C)NC(=O)C1CC(=O)Nc1ccccc1 (centres undefined)	-13%	16%[10 µM]	1%	-1%	10%	-31%[inhibitor]	8%
CCOC(=O)N1CCC(NC(=O)C2=CCN(S(=O)(=O)c3ccc(OC)cc3)CC2)CC1	x	24%[10 µM]	x	8%[9.22 µM]	x	x	5%
CC(=O)Nc1ccc(S(=O)(=O)NCc2ccc(C(=O)NC(C)c3ccccc3)cc2)cc1 (centres undefined)	-5%	-1%	-2%	8%	14%[38.3 µM]	-7%	-2%
CCN(CC#CCC(O)(c1ccccc1)C1CCCC1)C(C)C (centres undefined)	3%	0%	-2%	-20%	13%[38.3 µM]	17%	-1%
COC(=O)c1c(NC(=O)COC(=O)c2ccc(C)s2)sc2c1CCCCC2	u	-34%[10 µM]	-3%	7%	-5%	-37%[inhibitor]	-5%
NC(=O)c1cc(-c2ccncc2)nc2ccc(Cl)cc12	x	-3%[10 µM]	5%	-14%[9.22 µM]	5%	0%	0%
O=c1n(-c2ccccc2)c(=O)n(Cc2ccccn2)n1Cc1ccccn1	5%	-11%	2%	-30%	9%[38.3 µM]	4%	8%
Cc1ccc(OCC(=O)NCc2ccccc2)c([N+](=O)[O-])n1	-4%	2%[10 µM]	x	1%	x	x	2%
CC(c1ccco1)N(C(=O)c1ccc(Cl)s1)c1ccccn1 (centres undefined)	3%	5%[10 µM]	-6%	29%[9.22 µM]	3%[38.3 µM]	-13%	1%
Cc1cccc(N2C(S)=C(C#N)C(=O)NC2c2cccs2)c1 (centres undefined)	-7%	38%[10 µM]	2%	-27%	3%	3%	-1%
O=C(CSC1=NCCN1)c1ccccc1	x	-2%[10 µM]	0%[7.66 µM]	x	3%	-7%[9.22 µM]	x
C=CCn1c(=N)n(CC(O)c2ccco2)c2ccccc21 (centres undefined)	9%	-28%[0.074 µM]	12%	u	10%[38.3 µM]	-14%	2%
CC(C)CNS(=O)(=O)c1ccc(OCC(=O)NCC2CCCO2)c(Cl)c1 (centres undefined)	-12%	-9%[1.9 µM]	5%	-32%	6%	-4%	6%
COc1ccc(NC(=O)C(=O)NCCN2CCN(C(=O)c3ccco3)CC2)cc1	-12%[46 µM]	u	1%	5%	6%	0%	-8%
CCOC(=O)C1(Cc2ccc(OC)cc2)CCN(C(=O)CCc2cccnc2)CC1	-2%[46 µM]	-3%[10 µM]	2%	-10%[9.22 µM]	12%	x	6%
Cc1cccc(N2CCN(C(=S)Nc3ccc4nc5n(c(=O)c4c3)CCCCC5)CC2)c1C	x	-15%	-1%	24%	15%	-9%	2%
c1ccc(C(c2nnnn2C2CCCC2)N2CCN(c3ccccc3)CC2)cc1 (centres undefined)	-9%	7%[10 µM]	-1%	-12%	11%	-21%	1%
CCC1Oc2ccc(C)cc2N(CC(=O)N(Cc2cccnc2)Cc2cccc(F)c2)C1=O (centres undefined)	-10%	-17%[10 µM]	-3%	5%	5%	1%	13%
O=c1[nH]c(C2CCCN(S(=O)(=O)c3ccccc3)C2)nc2c1nnn2Cc1ccccc1 (centres undefined)	9%	-8%	-6%	-17%	26%[38.3 µM]	13%	-6%
O=c1ccc2cc(S(=O)(=O)N3CCOCC3)ccc2o1	-4%	-11%	1%	-3%	21%[38.3 µM]	7.9µM*	7%
Cc1noc(C)c1S(=O)(=O)Nc1ccc(C(=O)NC2CCCCC2C)cc1 (centres undefined)	-3%	-12%	-5%	-4%	-8%[38.3 µM]	-19%	3%
CCOC(=O)C1C(C(=O)OC)=C(c2ccc(F)cc2)c2ccc(OC)cc2N1S(=O)(=O)C(F)(F)F (centres undefined)	x	-22%[40.3 µM]	2%[39.9 µM]	x	17%	x	14%
Cc1noc(/C=C/NCc2cccnc2)c1S(=O)(=O)N(C)CC(=O)N1CCc2ccccc21	-9%	0%	1%	9%	3%[38.3 µM]	-7%	-2%
O=C(Oc1cc(OC(=O)c2ccccc2)c2c(c1)OC(c1ccc(OC(=O)c3ccccc3)c(OC(=O)c3ccccc3)c1)[C@@H](OC(=O)c1ccccc1)C2)c1ccccc1 (some centres undefined)	7%	x	-1%	x	-7%	-5%	x
CC(=O)Nc1ccc(S(=O)(=O)N(C)S(=O)(=O)c2ccc(F)cc2)cc1	u	-3%[10 µM]	10%	7%	-21%[38.3 µM]	-18%	-2%
